GRP78 ERSR act: induces the endoplasmic reticulum stress response in human glioma cells. U87-MG GRP78 promoter luciferase reporter, 16 h. Potency, µM, without a hit: top-dose activation, most hits filed as activators. actives 0.02% (n = 420,000). AID 602332; also: potency is read from the fitted curve at half-maximal effect; series mostly up to about 76 µM; % of control where 0% means no effect; nearly all actives have a fitted effect of over 35% in size
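Stably transfected U87-MG glioma cells carrying a GRP78-based luciferase sensor; 16 h compound incubation. Luminescence end-point read 10 min after Bright-Glo addition at room temperature.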
PI4K2A block: PI4K2A (human) kinase inhibition | purified PI4K2A, ADP-Glo luminescence, 1 h; hits give low values | activity change, negative = inhibition, % at 76.9 µM | actives 0.13% (n = 420,000) | AID 1346378; in the data active = activity change below about -50%; inconclusive = mostly about -30% to -49%;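 also: -100% = wells without enzyme as full effect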
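In this quantitative HTS, ADP production by PI4K2A was quantified luminescently after 1 h at ambient temperature; 100 microM adenosine served as plate-quality control.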
LDHA inh: LDHA (human) enzyme inhibition; P00338; purified LDHA, NADH/diaphorase-resazurin fluorescence; hits give low values; activity change, % (values are at about 110 or 230 µM); actives 0.15% (n = 480,000); AID 1347041; in the data active = activity change below about -30%; inconclusive = mostly about -25% to -30%;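 also: plate controls were DMSO wells for no effect and wells without enzyme for full effect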
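Human LDH5 at 2 nM final in Tris HCl pH 7.4 with 0.06 mM NADH and 0.2 mM pyruvate, reacted 5 minutes at room temperature. Remaining NADH coupled via diaphorase/resazurin; resorufin fluorescence read at 0 and 20 minutes, normalized to enzyme-free and DMSO wells.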
Vif-APOBEC3F blk: blocks the Vif interaction with APOBEC3F; AID 602313; HeLa A3F-eYFP + Vif (tagged APOBEC3F with the HIV-1 protein that degrades it), YFP fluorescence increase; actives 0.2% (n = 390,000); Potency, µM (series often up to 46.1 µM), for the others: at the top dose activity, negative = active; also: potency is read from the fitted curve at half-maximal effect; % of control where 0% means no effect; nearly all actives have a fitted effect of over 65% in size
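HeLa cells stably expressing Vif plus C-terminally eYFP-tagged A3F were seeded, incubated overnight at 37 deg C, dosed with compound, incubated overnight again at 37 deg C. Yellow fluorescence (Ex 488/Em 500-530) reported blocked Vif-mediated A3F-eYFP degradation.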
Vif-APOBEC3G blk: inhibitors of Vif-APOBEC3G interaction; Q9HC16; HeLa A3G-eYFP + Vif (tagged APOBEC3G with the HIV-1 protein that degrades it), YFP fluorescence, overnight; Potency, µM (titrated, usually from 46.1 µM), inactives show at the top dose activity, negative = active, hits mostly inhibitors; actives 0.076% (n = 410,000); AID 602310;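 also: potency is read from the fitted curve at half-maximal effect; % is scaled to controls: 0 for no effect and ±100 for the full control effect; nearly all actives have a fitted effect of over 60% in size; hits raise eYFP signal because A3G escapes Vif-driven loss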
Target sequence (Q9HC16 whole entry, looked up): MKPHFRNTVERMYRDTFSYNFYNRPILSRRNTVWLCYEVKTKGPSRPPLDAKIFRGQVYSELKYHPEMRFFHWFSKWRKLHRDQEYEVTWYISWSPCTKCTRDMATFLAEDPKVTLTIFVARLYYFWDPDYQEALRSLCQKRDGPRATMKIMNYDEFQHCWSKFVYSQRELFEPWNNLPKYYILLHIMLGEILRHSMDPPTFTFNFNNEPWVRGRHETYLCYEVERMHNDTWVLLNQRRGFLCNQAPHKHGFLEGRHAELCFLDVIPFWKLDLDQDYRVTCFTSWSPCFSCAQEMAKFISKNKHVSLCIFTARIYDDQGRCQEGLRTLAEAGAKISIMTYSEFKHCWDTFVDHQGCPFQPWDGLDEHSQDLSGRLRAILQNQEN
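HeLa cells stably expressing Vif and C-terminally eYFP-tagged A3G, seeded overnight at 37 deg C, then exposed to compound by pintool overnight at 37 deg C. Rise in yellow fluorescence (Ex 488/Em 500-530, Acumen) marks blocked Vif-driven A3G degradation.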
TrxR1 substrate: substrates of rat thioredoxin reductase 1; purified TrxR1 substrate turnover, NADPH consumption readout; Potency, µM (highest dose often 114 µM), without a hit: at the highest dose activity change, negative = substrate turnover; actives 0.01% (n = 390,000); AID 588456; also: potency is read from the fitted curve at half-maximal effect; % is scaled to controls: 0 for no effect and ±100 for the full control effect; nearly all actives have a fitted effect of over 50% in size
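Rat TrxR1, dispensed at 90 nM, was prereduced with 400 uM NADPH (final) for 5 min at ~22 deg C, then incubated with compound 15 min before 400 uM selenite. A first-read NADPH fluorescence drop versus no-compound background flagged substrates.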
mIDH1 inhibitor: human IDH1 R132H inhibition; Potency, µM (highest dose often 76.6 µM), without a hit: at the top dose activity change, negative = inhibition, hits mostly inhibitors; O75874; actives 0.093% (n = 390,000); IDH1-R132H enzyme, NADPH consumption, diaphorase/resazurin fluorescence; AID 602179; also: potency is read from the fitted curve at half-maximal effect; % is scaled to controls: 0 for no effect and ±100 for the full control effect; nearly all actives have a fitted effect of over 65% in size
Target sequence (O75874 whole entry R132H, stated change not applied): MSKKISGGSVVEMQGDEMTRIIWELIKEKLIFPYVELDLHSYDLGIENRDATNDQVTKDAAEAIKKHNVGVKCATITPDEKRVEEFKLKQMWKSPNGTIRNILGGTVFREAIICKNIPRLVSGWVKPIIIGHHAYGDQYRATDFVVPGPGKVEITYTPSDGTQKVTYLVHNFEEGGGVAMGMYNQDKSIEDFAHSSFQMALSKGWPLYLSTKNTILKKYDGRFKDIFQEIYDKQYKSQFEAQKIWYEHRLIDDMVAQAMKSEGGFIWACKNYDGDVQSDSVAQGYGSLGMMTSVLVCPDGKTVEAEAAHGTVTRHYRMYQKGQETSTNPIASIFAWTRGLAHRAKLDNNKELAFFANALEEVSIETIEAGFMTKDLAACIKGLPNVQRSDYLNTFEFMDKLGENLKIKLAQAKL
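IDH1-R132H (0.5 ug/mL) preincubated 30 min with compound, then NADPH (0.016 mM) and alpha-KG (2 mM) added; 80 min at RT, pH 7.5. Remaining NADPH coupled via diaphorase/resazurin to fluorescence (540/590 nm); concentration-response curves normalized to no-enzyme control.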
RXFP1 ag: agonists of human relaxin receptor RXFP1 | actives 0.3% (n = 370,000) | Potency, µM (highest dose often 57.5 µM), inactives show at the highest dose activation, usual class: activators | HEK293T-RXFP1 cAMP TR-FRET, 30 min; response scale: percent of porcine relaxin response, buffer zero | Q9HBX9; also: potency is read from the fitted curve at half-maximal effect; % is scaled to controls: 0 for no effect and ±100 for the full control effect; nearly all actives have a fitted effect of over 60% in size; many of its hits are not listed in these tables
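Agonist response is measured as cAMP accumulation in an RXFP1-transfected HEK293T line under PDE4 inhibition. Values are scaled between buffer-only and 29 nM porcine relaxin, and EC50s come from standard Hill equation fits.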
USP1 inh: inhibitors of human USP1/UAF1 deubiquitinase. O94782. recombinant USP1/UAF1, Ub-Rhodamine cleavage fluorescence. Potency, µM (doses to about 57.1 µM), without a hit: at the highest dose activity change, negative = inhibition, actives largely listed as inhibitors. actives 0.23% (n = 390,000); also: potency is read from the fitted curve at half-maximal effect; % is scaled to controls: 0 for no effect and ±100 for the full control effect; nearly all actives have a fitted effect of over 60% in size; inactives centre near -12
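USP1/UAF1 complex (1 nM) preincubated 15 min at room temperature with compound, then Ub-Rho substrate (150 nM final) added. Kinetic fluorescence at 480/540 nm over 6 reads at 60 s intervals; 50 mM HEPES pH 7.8, 0.5 mM EDTA, 0.1 mg/ml BSA, 1 mM TCEP, 0.01% Tween-20.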
An asterisk follows results filed as active; ? = inconclusive; . = not tested or not shown; & = joins results of further samples; [ ] = dose if it differs, or a comment. Unless noted, calls follow the shape of the dose curve; as a rule, active = well fitted curve in the direction sought with a large enough effect; inconclusive = small, poorly fitted or top-dose-only effect, or another doubt; inactive = no such curve, though single readings can be large; an effect the other way counts as inactive or inconclusive.

SMILES	GRP78 ERSR act	PI4K2A block	LDHA inh	Vif-APOBEC3F blk	Vif-APOBEC3G blk	TrxR1 substrate	mIDH1 inhibitor	RXFP1 ag	USP1 inh
CC1SCC(=NOCc2ccccc2)CS1 (configuration not stated)	-5%	-6	-5	-1%	0%	3%[57.1 µM]	20%	1.2%	-6%
Cn1cc(S(=O)(=O)NC[C@H]2O[C@@H](n3cnc4c(N)ncnc43)[C@H](O)[C@@H]2O)cn1	0%	-26	-2	-3%	2%	1%	-3%	.	0%
COC(=O)CN1C(=O)CSc2ccc(S(=O)(=O)Nc3cccc(C)c3)cc21	-3%	1	-4	5%	5%	-5%	31%	1.4%	20%
COc1ccc(CCNC(=O)CSC2=Nc3ccccc3C3=NC(CCC(=O)NCc4ccccc4)C(=O)N23)cc1OC (configuration not stated)	-8%	-8	2	-5%	-1%	-3%[57.1 µM]	0%	7.1%	-5%
O=C(Cc1cccs1)NCCn1ccc2ccccc21	3%	-4	-8	-4%	1%	2%[57.1 µM]	-3%	-0.9%	5%
O=C(NC1CCCC1)C1CC(=O)N(CCc2ccccc2)C1 (configuration not stated)	0%	-3	0	-3%	0%	-3%	-5%	0.6%	-1%
Brc1cccc[n+]1Cc1cccc(C[n+]2ccccc2Br)c1	-2%	.	5	.	-6%	-10%	.	.	.
O=S(=O)(NCC1CCCO1)c1ccc2c(c1)OCCO2 (configuration not stated)	-2%	0	-9	-9%	0%	-10%	7%	1.1%	-8%
Oc1c(CN2CCc3ccccc3C2)cc(Cl)c2cccnc12	-4%	-24	20	?	-13%	9%	13%	-1.9%	?
CCOC(=O)c1cccnc1SCC(=O)N(CC)c1cccc(C)c1	-1%&-2%	1&-3	-4&-1	0%&-9%	-2%&0%	3%&2%[57.1 µM]	-4%&5%	3.6%&2.2%	-10%&-4%
CCCNc1ncnc2[nH]ncc12	0%	-12	-2	8%	6%	-11%	3%	.	-1%
C=CCNC(=S)NNC(=O)c1ccccc1	0%	3	-17	-9%	2%	-5%	-6%	0.2%	-6%
O=C(NCCc1ccc(F)cc1)C1CCCO1 (configuration not stated)	-5%	-4	-3	-18%	-8%	3%	-1%	-0.1%	-3%
CCc1cc(Cn2nc(-c3ccccc3)cc2C(=O)NCC2CC2)on1	-2%	-3	0	-4%	-8%	3%	2%	1.2%	-25%
Cc1ccc(-c2cc(N)n(-c3ccc(C)cc3)n2)cc1	4%&7%	0&6	3&1	1%&-14%	-3%&1%	1%[57.1 µM]	4%&5%	0.7%&0.5%	-5%&-16%
CCCCC(C(=O)NC1CCCC1)N(Cc1ccccc1)C(=O)c1snc(C(N)=O)c1N (configuration not stated)	-5%	2	-7	1%	-4%	8%	0%	1.5%	-11%
O=C(N/N=C/C(Cl)=C/c1ccccc1)c1ccc2c(c1)OCO2	2%	7	-23	?	?	0%	1%	-0.1%	-17%
CC(=O)N1CCN(c2ccc(NCc3ccc(C)s3)cc2)CC1	-5%	-11	9	0%	4%	9%[0.457 µM]	30%	0.5%	-19%
CC1COC(C)(CC(=O)NN2C(=O)c3ccccc3C2=O)O1 (configuration not stated)	-4%	4	-3	10%	0%	10%[57.1 µM]	-4%	-1.7%	0%
CN(C)Cc1c(-c2ccc(Cl)cc2)nc2ccc(Cl)cn12	0%	-5	-5	12%	-3%	2%	2%	27%	-14%
O=C1CC(SCc2nc3ccccc3[nH]2)C(=O)N1c1ccc(F)c(Cl)c1 (configuration not stated)	-1%	3	0	-2%	0%	8%	-4%	0.1%	-16%
CCN1CCN(S(=O)(=O)c2ccc(Cl)c(C(=O)Nc3ccccc3N3CCOCC3)c2)CC1	-6%	4	-13	-8%	-1%	-2%	-2%	0.1%	0%
CCCn1c(SCC(=O)N2CCCCC2)nnc1C(C)C	-2%	-5	-8	5%	-4%	-1%[57.1 µM]	-2%	-0.7%	3%
CC(=O)Nc1ccc(NC(=O)CSc2nccn2Cc2ccc(Cl)cc2)cc1	6%	-1	-3	-7%	6%	-6%	0%	0.6%	-8%
COc1ccc(CC(=O)NCC2CCCN(Cc3ccc(OC)cc3F)C2)cc1 (configuration not stated)	0%	2	-3	-12%	-2%	2%	6%	0.4%	-18%
O=C(NCc1ccccn1)c1ccc(-c2ccccc2)cc1	1%	0	-6	0%	-11%	9%[11.4 µM]	2%	-1.0%	2%
COc1cccc(NC(=O)C2(S(=O)(=O)c3ccc(Cl)cc3)CC2)c1	-3%	6	-6	-9%	0%	-4%	5%	25%	-3%
CC(=O)n1cc([C@@H]2C=C(C(=O)Nc3ccccc3)O[C@H](OCCCCO)C2)c2ccccc21	1%	-3	0	-3%	-11%	-4%	-4%	-0.2%	-21%
COc1cc(NC(C)=O)c2ncccc2c1NC(C)=O	-1%	-1	3	-13%	-1%	-12%[57.1 µM]	9%	-2.6%	?
CC1CN(C(=S)Nc2ccc(S(N)(=O)=O)cc2)CC(C)O1 (configuration not stated)	-2%	-2	-4	-10%	1%	-14%	-11%	0.0%	-12%
Cc1cc(C)nc(NS(=O)(=O)c2ccc(NC(=O)C3CC3)cc2)n1	0%	2	-4	-23%	-4%	-1%	4%	-0.7%	-19%
Cc1onc(-c2ccccc2Cl)c1C(=O)OCc1nnc(-c2ccccc2)o1	2%	1	0	9%	-8%	-11%	4%	1.7%	-25%
O=c1c2c(nc3n1CCS3)c1cc(F)ccc1n2Cc1cc(=O)n2cc(Cl)ccc2n1	-2%	2	1	1%	4%	2%	1%	-2.5%	-25%
CC(=O)Nc1ccc(CN2CCN(C3CCCCC3)C(CCO)C2)cc1 (configuration not stated)	-6%	3	-11	1%	-1%	-4%	-7%	5.1%	1%
C=CCn1c(C)cc(C(=O)COc2nncc3ccccc23)c1C	-2%	0	3	3%	3%	-7%	1%	1.2%	-14%
Cc1ccc(/C=N/NC(=O)c2cccc3ccccc23)o1	6%	2	-3	?	-24%	20%	1%	2.4%	-12%
Cc1ccc(S(=O)(=O)Nc2cccc(NC(=O)CN3CCCCC3)c2)cc1	-3%	4	-12	6%	-1%	6%[57.1 µM]	5%	1.1%	-1%
CCC(C)C(CO)NCCCn1cnc2c(SC)ncnc21 (configuration not stated)	1%	2	0	3%	-1%	.	-3%	.	?
CCOC(=O)C1C(=O)Nc2nc3ccccc3n2C1C(C)C (configuration not stated)	-6%	3	-11	1%	-2%	11%	2%	3.2%	-8%
CC(C)=CC(=O)Nc1ccc(Cl)cc1	9%	-5	0	-18%	-1%	-9%	0%	0.8%	-8%
CCN1CCN(c2ncnc3c2sc(=S)n3-c2ccccc2)CC1	-1%	-6	-7	-2%	4%	-5%[57.1 µM]	-7%	2.1%	-5%
COc1ccc(CCN=C(N)NS(=O)(=O)c2cc(F)ccc2OC)cc1	12%	0	-3	0%	1%	1%	12%	0.4%	-25%
Cc1ccc(NCC(=O)Nc2cccc(S(=O)(=O)N(C)C)c2)c(Cl)c1	3%	0	-4	13%	1%	-9%	2%	0.3%	-19%
COCCn1c(SCC(=O)NCCCN2CCCC2=O)nc2ccccc2c1=O	-4%	0	-6	-9%	-5%	1%	-1%	.	-4%
CCCCN(CCO)CCCC	-4%	-5	-7	3%	1%	5%	-2%	7.1%	-25%
CC1(C)CC(=O)C(N=Nc2cc(C(F)(F)F)ccc2Cl)=C(O)C1	0%	2	-2	8%	-4%	-1%	3%	0.8%	-24%
O=C(NCc1ccc(F)cc1)c1ccc2c(O)c(S(=O)(=O)c3ccccc3)c(=O)[nH]c2c1	-1%	-1	4	-10%	2%	-8%	5%	1.3%	-2%
Cn1cnnc1SCc1ccc(C(=O)O)cc1	1%	2	-5	5%	2%	11%[57.1 µM]	0%	0.8%	-20%
Cc1ccc(CN2CCC(NC(=O)c3ccccc3)CC2)cc1	-4%	3	-3	14%	2%	-1%	-11%	0.0%	-8%
Clc1ccc(CSc2nncn3c2cc2occc23)cc1	-3%	-15	3	-4%	-4%	-5%	-9%	6.8%	-11%
O=[N+]([O-])c1ccc(Cl)c(S(=O)(=O)NCCc2ccccn2)c1	-3%	10	3	3%	-9%	2%	8%	.	-18%
C=C(C)C1Cc2c(C)nn(-c3ccccc3)c2C1 (configuration not stated)	4%	6	2	-4%	3%	11%[57.1 µM]	0%	-0.7%	-17%
Nc1ccc(Oc2ccccc2F)nc1	0%	8	-10	9%	-6%	6%	-3%	1.1%	-27%
CCCN(CCC)c1cc(C)nc2nc(-c3ccc(C(C)(C)C)cc3)nn12	-2%	-4	-7	0%	3%	-9%	0%	-0.4%	-9%
O=C(c1ccc(OCC2CCCO2)cc1)N1CCN(c2ccccc2)CC1 (configuration not stated)	-2%	0	-4	6%	-1%	-1%	6%	-1.9%	-8%
CCCc1nnc(SCC(=O)N2CCCC2)n1CC1CCCO1 (configuration not stated)	-2%	-2	0	-10%	5%	0%	0%	-2.6%	-10%

Screening results: PubChem, National Center for Advancing Translational Sciences (NCATS)

Some of the compounds tested (hit frequency here may not be typical).
